SIAE inh: human SIAE inhibitors, primary screen, biochemical, fluorescence polarization, FP-Rh probe, 1536-well HTS. SIAE FP-Rh probe binding. inhibition, % at 9.66 µM. actives 0.69% (n = 370,000);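 active = inhibition above a cutoff: mean of compounds within the control limits plus 3 SD of those, cut at about 17% in these data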;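 also: 0% = plate median of compound wells and 100% = probe without SIAE protein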
PLCb3 inh: human PLC-beta3 inhibitors, primary screen, biochemical, fluorescence | 1-phosphatidylinositol 4,5-bisphosphate phosphodiesterase beta-3 (Homo sapiens), Q01970 | Purified PLC-beta3, fluorogenic substrate | inhibition, % at 12.2 µM | actives 0.18% (n = 370,000) | AID 720704, 2013; in the data active = inhibition above about 11%;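 also: 0% = median of compound wells on plate and 100% = full blocker control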
ADAM10 inh: human ADAM10 inhibitors, primary screen, biochemical, QFRET, HTS | recombinant ADAM10, EDANS/DABCYL FRET peptide cleavage, 3 h | inhibition, % at 7 µM | actives 0.62% (n = 370,000) | AID 720582, 2013;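 active = inhibition above a per-campaign cutoff equal to the mean of compounds falling between control-based bounds plus 3 SD, cut at about 20% in these data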;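 also: 0% = DMSO wells while the 100% control is not disclosed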
Target sequence (O14672 214-748 limits assumed): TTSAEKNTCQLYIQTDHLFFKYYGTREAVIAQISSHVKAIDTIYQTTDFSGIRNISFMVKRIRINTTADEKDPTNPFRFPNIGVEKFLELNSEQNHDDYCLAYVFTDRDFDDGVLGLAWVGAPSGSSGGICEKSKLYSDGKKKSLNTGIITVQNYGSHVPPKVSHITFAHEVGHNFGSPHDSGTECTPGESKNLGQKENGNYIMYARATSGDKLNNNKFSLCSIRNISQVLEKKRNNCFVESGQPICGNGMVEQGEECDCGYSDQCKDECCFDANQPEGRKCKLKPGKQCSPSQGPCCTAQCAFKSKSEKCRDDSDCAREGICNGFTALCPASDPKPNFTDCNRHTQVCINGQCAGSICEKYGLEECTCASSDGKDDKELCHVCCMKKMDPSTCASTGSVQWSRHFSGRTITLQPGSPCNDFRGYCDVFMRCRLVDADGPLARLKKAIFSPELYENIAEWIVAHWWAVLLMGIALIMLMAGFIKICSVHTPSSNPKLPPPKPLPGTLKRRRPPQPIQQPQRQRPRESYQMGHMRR
TDP2 inh: human TDP2 enzyme inhibitors, primary screen, biochemical, epi absorbance, recombinant enzyme | Tyrosyl-DNA phosphodiesterase 2 (Homo sapiens), O95551 | inhibition, % at 12.8 µM | AID 720702, 2013 | T5PNP hydrolysis, p-nitrophenol absorbance 415 nm | actives 0.34% (n = 370,000);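 active = inhibition above the mean of all tested compounds plus 3 SD, set per campaign, cut at about 25% in these data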;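 also: 0% = DMSO with enzyme and 100% = buffer with substrate but no TDP2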
Target sequence (O95551 whole entry, looked up): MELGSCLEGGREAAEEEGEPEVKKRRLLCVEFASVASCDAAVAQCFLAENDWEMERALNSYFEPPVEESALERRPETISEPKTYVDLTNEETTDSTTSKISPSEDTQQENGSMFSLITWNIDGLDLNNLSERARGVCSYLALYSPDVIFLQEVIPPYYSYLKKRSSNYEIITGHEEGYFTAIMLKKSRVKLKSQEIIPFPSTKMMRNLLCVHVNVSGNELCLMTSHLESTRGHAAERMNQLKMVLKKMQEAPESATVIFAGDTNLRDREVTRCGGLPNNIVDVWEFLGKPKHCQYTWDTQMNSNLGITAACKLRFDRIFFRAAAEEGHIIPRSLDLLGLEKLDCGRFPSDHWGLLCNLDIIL
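Read-out basis: percent inhibition. System: recombinant human TDP2. Buffer or medium: Mg2+-containing Tris-HCl buffer, pH 7.5. Repeats: single replicate. Timing: reaction 2 h, 37 °C. Benchmarks: high control without enzyme, low control DMSO plus TDP2. Probe or stimulus: 5 mM T5PNP. Doses: 12.8 µM only. Measured by: epi absorbance of p-nitrophenol freed from T5PNP by hydrolysis.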
ADAM17 inh: ADAM17 inhibitors, primary screen, biochemical, QFRET; recombinant ADAM17, EDANS/DABCYL FRET peptide cleavage; inhibition, % at 6.95 µM; actives 0.83% (n = 370,000);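 active = inhibition above the mean of compounds lying between control limits plus 3 SD, set per campaign, cut at about 8.5% in these data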;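 also: 0% = DMSO-only wells as the low control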
PLCg1 inh: PLC-gamma1 enzyme inhibitors, primary screen, biochemical, fluorescence, purified enzyme | 1-phosphatidylinositol 4,5-bisphosphate phosphodiesterase gamma-1 (Homo sapiens), P19174 | fluorogenic substrate | inhibition, % at 12.2 µM | actives 0.84% (n = 370,000) | AID 720700, 2013; in the data active = inhibition above about 9.5%
Tn6 DDE FP: inhibitors of Tn6 peptide binding to fibrin DD(E), primary screen, biochemical, fluorescence polarization, human fibrin, Tn6 probe; actives 0.21% (n = 370,000); inhibition, % at 8.3 µM; Fibrinogen beta chain (Homo sapiens), P02675; Fibrin DD(E) TRITC-Tn6 fluorescence polarization displacement;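 active = inhibition above a per-campaign cutoff: mean of compounds within control limits plus 3 SD, cut at about 15% in these data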;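 also: 0% = median of all compound wells on the plate and 100% = blocking peptide control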
ASAP1 inh: inhibitors of human ASAP1 ArfGAP activity, primary screen, biochemical, fluorescence polarization. inhibition, % at 16.5 µM. actives 0.19% (n = 360,000). ASAP1-stimulated ARF1 GTP hydrolysis, GDP FP detection. AID 624377, 2012. Arf-GAP with SH3 domain, ANK repeat and PH domain-containing protein 1 (Homo sapiens), …; in the data active = inhibition above about 25%;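 also: 0% = vehicle with enzyme and substrate and 100% = no enzyme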
ARFGAP1 inh: inhibitors of rat ARFGAP1 GAP activity, primary screen, biochemical, fluorescence polarization, GDP tracer | Arfgap1-stimulated ARF1 GTP hydrolysis, GDP FP detection | AID 651572, 2012 | actives 0.26% (n = 360,000) | ADP-ribosylation factor GTPase-activating protein 1 (Rattus norvegicus), Q62848 | inhibition, % at 16.5 µM;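 active = inhibition above a per-plate limit, mean inhibition of low control wells plus 3 SD, cut at about 25% in these data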;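 also: 0% = DMSO wells with enzyme and 100% = wells lacking Arfgap1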
Target sequence (Q62848 1-136 limits assumed): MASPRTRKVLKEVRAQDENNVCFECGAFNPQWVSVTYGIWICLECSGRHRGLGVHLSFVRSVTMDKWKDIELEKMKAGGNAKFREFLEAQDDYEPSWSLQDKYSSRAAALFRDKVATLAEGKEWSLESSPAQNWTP
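Material: rat Arfgap1 catalytic domain, aa 1-136; also added: human ARF1(Δ1-17)-GTP substrate; compound dosing: one concentration, 16.5 µM, DMSO 1.26%; incubation: GTP hydrolysis reaction 2 h at 25 °C; measured by: Tracer-displacement fluorescence polarization with EDTA stop, 620/688 nm; evaluation: % inhibition from polarization; repeats: one replicate per compound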
DDE Tn7 FP inh: inhibitors of Tn7 peptide binding to fibrin DD(E), primary screen, biochemical, fluorescence polarization, human fibrin, Tn7 probe. AID 720508, 2013. FP displacement of FITC-Tn7 peptide from fibrin DD(E); 0% = median of compound wells per plate. actives 0.13% (n = 370,000). inhibition, % at 8.3 µM;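 active = inhibition above the mean of compounds falling within the control limits plus 3 SD of them, cut at about 14% in these data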;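 also: 0% = plate median of compound wells and 100% = 10 µM Aha-Tn7 peptide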
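assay system = human clot-derived fibrin DD(E) complex | quantity = Fibrin-DD(E) at 2 µM final | timing = 10 min preincubation, 3 h with tracer, room temperature | signal = fluorescence polarization | measure = percent inhibition | benchmarks = high control wells with 10 µM unlabelled Aha-Tn7 peptide (full inhibition) | replicates = singlicate testing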
* marks the source's active call; other numbers are inactive results; i = inactive; x = no result given; & = joins results of further samples.

canonical_smiles,PLCg1 inh,PLCb3 inh,DDE Tn7 FP inh,ASAP1 inh,TDP2 inh,ADAM17 inh,ADAM10 inh,ARFGAP1 inh,SIAE inh,Tn6 DDE FP
CCOC(=O)[C@]12CCCCC/C=C\1N(Cc1ccc(OC)cc1)C(=O)[C@H]2CC(=O)NCC12CC3CC(CC(C3)C1)C2,1.7,3.6,0.4,x,14.8,2.7,8.1,x,-0.7,-3.4
Cc1cc(-c2csc(NC(=O)c3cccc(S(=O)(=O)N(C)C)c3)n2)c(C)n1-c1ccccc1,-35.6,-41.5,-0.3,6.7,-16.4,2.4,10.0,9.9,-1.7,-0.8
CC(C)Oc1cc(F)ccc1-c1cc(C(=O)NCCc2ccncc2)[nH]n1,-0.3,-1.1,0.9,1.6,6.0,-0.7,0.2,-2.3,0.6,-0.2
COc1ccc(CCNC(=O)c2ccncc2)cc1OC,0.7,2.5,-3.1,-9.0,-6.1,0.9,11.6,12.2,-1.0,-0.3
CC(C)c1ccccc1OCCNC(=O)c1cncc(Br)c1,-0.5,1.4,2.1,-9.0,2.0,2.5,0.0,-12.5,-2.1,-0.5
COc1ccc(-c2nn(-c3ccccc3)cc2/C=N/NC(=O)c2cccc(S(=O)(=O)Nc3ccccc3OC)c2)cc1,-7.3,-8.8,-4.3,-5.2,1.6,-0.6,1.2,13.4,-99.3,2.7
Cc1cc(C)nc(SCc2cn3cc(Cl)ccc3n2)n1,-2.6,-6.0,3.8,0.6,0.2,-7.4,-10.8,5.1,-2.1,-5.3
CC1CCCCC1NC(=O)CN1CCC(O)(c2ccc3c(c2)OCO3)CC1 (stereo not drawn),1.1,-2.2,-6.9,-2.1,-2.0,-1.4,3.5,-0.3,-0.2,5.5
CC(C)(C)c1ccc(NC(=O)c2c(F)cccc2Cl)cc1,4.3,-1.4,-1.3,-10.4,-12.1,4.6,4.5,0.1,-8.2,10.2
Cc1noc(C)c1C(=O)OCC(=O)Nc1ncc(Cl)c(C)c1Cl,-7.4,-6.3,-0.4,9.4,8.7,-2.5,-4.4,-5.4,6.8,0.9
C=CCn1cnnc1SCC(=O)NCC1COc2ccccc2O1 (stereo not drawn),-0.5,-1.9,0.1,30.9*,15.1,-3.1,-0.3,3.4,8.9,-4.9
Cc1ccc(N(CC(=O)NCCSCc2ccco2)S(=O)(=O)c2ccc(F)cc2)cc1,-2.6,-5.3,4.1,2.1,-0.1,1.4,9.1,6.1,-4.9,6.3
O=C(CCCCCNC(=O)c1ccccc1)N/N=C/c1ccc(F)cc1,-1.8,2.7,-4.8,11.9,-7.0,0.7,3.7,5.8,-3.2,-1.4
CCOC(=O)c1nnc(-c2cccs2)nc1Oc1ccccc1C(=O)OC,2.9,1.6,5.0,-2.3,12.3,-3.0,4.8,6.8,-3.6,-0.2
COc1ccc(CNC(=O)C2CC(=O)N(C3CCCCC3)C2)cc1 (stereo not drawn),-0.6,-5.8,-3.1,-1.8,10.2,0.3,1.5,-3.9,0.0,5.6
S=C(NCCC(c1ccccc1)c1ccccc1)Nc1ccc(Cl)cc1,0.1,2.5,-4.5,5.0,-8.5,7.3,13.5,-3.3,-127.6,-9.9
COCCCNS(=O)(=O)c1ccc(C)cc1,-0.5,0.1,2.3,-14.2,-1.2,-4.4,-4.8,15.7,-5.0,7.1
Cc1ccc(NC(=O)NC2CCCCCCC2)c(C)c1,-0.6,-4.7,-5.8,11.2,2.2,2.1,-11.0,-3.5,-2.1,0.3
CCNC(=S)Nc1cccc(F)c1C,0.1,1.8,0.6,-6.8,-7.6,-0.1,4.2,-9.2,5.4,3.6
CCCCn1c(=O)c2ccccc2n2c(=S)[nH]nc12,-5.1,-15.6,-1.6,0.4,-7.1,-2.1,-6.2,5.1,3.4,-2.6
Cc1nc2cc[nH]n2c(=O)c1CCc1ccccc1,-3.9,-10.0,3.1,-1.4,8.8,-13.8,-25.4,-0.9,2.7,-3.8
Cc1cc(-n2c(C)cc(C(=O)CSc3ccccn3)c2C)no1,-10.6,-6.5,-4.5,-4.6,0.4,-10.0,-16.4,-9.1,5.7,6.4
CC(C)c1ccc(S(=O)(=O)N2CCN(C(=O)CN3C(=O)NC4(CCCC4)C3=O)CC2)cc1,1.8,-6.2,-2.2,-5.1,-13.0,5.3,-4.8,7.9,-4.1,-10.1
Cc1cc(F)ccc1NC(=O)C1CSC2(C)CCC(=O)N12 (stereo not drawn),-0.9,-5.7,7.2,-3.1,1.6,-1.7,-7.1,-7.1,-1.8,-0.7
COCCCN1C(=O)/C(=C\c2cccs2)C(C(=O)OC)=C1C,-2.1,-6.1,-4.4,8.6,3.1,1.4,1.9,8.0,-2.0,-0.3
CCOC(=O)C1CCCN(S(=O)(=O)c2c(C(=O)N3CCCCC3)c(C)n(C)c2C)C1 (stereo not drawn),0.8,-0.9,6.4,-18.8,7.8,0.2,-3.5,0.7,-0.7,5.8
COc1ccc(C)cc1NC(=O)C(NCC(O)c1ccccc1)c1ccccc1 (stereo not drawn),3.7,0.0,1.3,13.5,26.0*,-1.4,0.3,1.8,3.2,2.1
Cc1cccc(-[n+]2c(-c3cccc(Br)c3)[nH]c3nc4ccccc4nc32)c1,-2.9,-9.2,3.2,-7.2,-6.9,-7.7,-7.5,-11.5,-5.5,-7.0
CCN(CC(F)(F)C(F)F)S(=O)(=O)c1ccc(NC(=O)OC)cc1,2.5,1.4,-2.1,14.4,8.9,-1.7,-3.3,-2.3,1.3,11.1
O=C(Cc1cc(=O)[nH]c(=O)[nH]1)N1CCC(Cc2ccccc2)CC1,1.1,0.2,-4.1,-11.3,-5.9,-0.4,-5.4,-1.1,-4.6,2.2

Rewritten with the structure last: 2 of the compounds above
PLCg1 inh | PLCb3 inh | DDE Tn7 FP inh | ASAP1 inh | TDP2 inh | ADAM17 inh | ADAM10 inh | ARFGAP1 inh | SIAE inh | Tn6 DDE FP | compound
-3.9 | -10.0 | 3.1 | -1.4 | 8.8 | -13.8 | -25.4 | -0.9 | 2.7 | -3.8 | Cc1nc2cc[nH]n2c(=O)c1CCc1ccccc1
-10.6 | -6.5 | -4.5 | -4.6 | 0.4 | -10.0 | -16.4 | -9.1 | 5.7 | 6.4 | Cc1cc(-n2c(C)cc(C(=O)CSc3ccccn3)c2C)no1

Later entries.
canonical_smiles,PLCg1 inh,PLCb3 inh,DDE Tn7 FP inh,ASAP1 inh,TDP2 inh,ADAM17 inh,ADAM10 inh,ARFGAP1 inh,SIAE inh,Tn6 DDE FP
CN(C)c1cc(-c2ccc(Cl)cc2)oc(=O)c1Cl,-1.4,-5.5,5.3,-12.9,3.9,-1.3,-2.6,3.5,-7.5,7.1
Cc1cc(C)c2sc(NC(=O)C3CC3)nc2c1,0.6,1.7,-1.8,-0.1,-6.4,-1.8,1.7,-0.7,-4.1,-0.2
CCN(CC)CCN(C)C(=O)CCc1nnc(-c2ccc(C)s2)o1,2.5,2.6,2.5,-14.2,-1.2,1.5,1.0,4.3,8.0,2.9
Cc1ccc2c(c1)cc(CN(Cc1cccs1)C(=O)c1ccco1)c1nnnn12,-1.3,0.8,-5.9,12.8,-0.7,-2.1,3.1,-2.3,-10.0,1.3
CN1CC(=O)N(C)c2ncn(Cc3ccccc3)c2C1=O,0.8,1.6,-7.0,8.5,1.2,-2.2,-4.5,13.3,-0.2,-0.6
COCCn1cc(C(=O)NCCCN2CCC(C)CC2)c2c3ccccc3n(C)c2c1=O,-11.6,-14.1,-2.1,-15.4,12.3,-70.4,-211.1,0.8,-1.3,-3.4
Cc1sc2ncnc(N3CCC(C(=O)Nc4ccc(OC(F)F)c(Cl)c4)CC3)c2c1C,-1.2,-8.6,-3.2,17.6,-10.3,7.0,7.2,17.1,-61.2,-3.4
O=C(CSc1nc(-c2ccccc2)cs1)NCc1ccco1,-6.3,-1.5,7.8,-2.8,-14.1,-3.5,7.5,4.5,-4.3,5.5
O=C1N[C@@H](Cc2c[nH]c3ccccc23)COC(=O)[C@H](Cc2ccc(F)cc2)C/C=C\C[C@H]1CC(=O)N(CCO)Cc1ccccc1,0.3,2.2,6.3,-4.4,2.1,5.0,22.4*,5.2,4.8,2.0
O=S(=O)(Nc1ccncc1)c1ccc(Cl)cc1,0.9,4.6,-5.5,-4.4,-5.7,-2.0,3.5,-7.9,0.6,4.4
O=C(COC(=O)c1cccs1)c1ccc2c(c1)OCCO2,1.1,-1.7,-3.0,-2.1,7.2,0.1,2.0,0.7,-0.2,-7.9
COc1cc(OC)c(C2=NOC(C(=O)Nc3ccc4c(c3)OCO4)C2)cc1Cl (stereo not drawn),-0.8,-9.6,1.4,6.3,-6.5,-4.9,-14.5,-2.1,-4.6,-2.1
CCC(C)Sc1cc(-c2nc3cc(C)ccn3c2NC2CCCCC2)ccc1OC (stereo not drawn),i,i,-8.3&-2.6,-6.4&-2.6,-18.4&-0.4,-28.2&-26.2,-143.8&-84.8,-9.9&-10.6,-0.4&8.6,-6.0&7.2
CCCn1nnnc1COc1ccc(C(N)=O)cc1,1.3,-7.2,3.3,6.1,3.3,-5.6,-2.4,10.5,5.3,-6.7
Cc1ccc(NC(=O)/C(=C\c2cccc([N+](=O)[O-])c2)NC(=O)c2cccs2)cc1,0.3,3.0,-3.3,-3.8,-4.4,-2.7,-6.1,3.0,0.3,-1.6
CCN(c1ccccc1)S(=O)(=O)c1cccc(C(=O)OCC(=O)c2c(N)n(C)c(=O)n(C)c2=O)c1,-1.5,-6.2,0.1,0.0,5.8,3.4,3.5,9.6,-6.3,-7.6
Cc1ccc(/C=C/C(=O)N2CCN(S(=O)(=O)c3c(C)c(C)cc(C)c3C)CC2)o1,-3.8,-2.0,5.9,1.2,-0.3,3.4,12.7,3.2,0.5,1.9

Source: PubChem BioAssay (The Scripps Research Institute Molecular Screening Center)
